High-throughput results (PubChem)
RGS4-Gao reg: modulates binding of RGS4 to human Galphao; P09471; Multiplexed bead flow cytometry; actives lie on both sides; binding response (% of control), % at 10 µM; 220,000 compounds, 0.33% hits; AID 1415; in the data active means binding response below about 49% or above about 150%; inactive means in between;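 further: fluorescent Galphao activated with aluminum fluoride binding bead-coupled RGS4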
RGS7-Gao reg: modulates binding of RGS7 to human Galphao; AID 1439; binding response (% of control), % at 10 µM; 220,000 compounds, 0.35% hits; P09471; Multiplexed bead flow cytometry; actives lie on both sides; in the data active means binding response below about 49% or above about 150%; inconclusive means no clear call, values can overlap the other calls; inactive means in between;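 further: fluorescent Galphao held in activated GDP-AlF4 state binding bead-coupled RGS7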
ABCG2 block: inhibitors of human ABCG2 transporter, ABCB1 counter-screen; AID 1325; Q9UNQ0; 190,000 compounds, 0.1% hits; IgMXP3 cells, JC-1 efflux, flow cytometry; inhibition, % at 6.6 µM;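 active means inhibition above 80%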;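 further: 0% = DMSO and 100% = nicardipine control wells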
Target sequence (Q9UNQ0 whole entry, looked up): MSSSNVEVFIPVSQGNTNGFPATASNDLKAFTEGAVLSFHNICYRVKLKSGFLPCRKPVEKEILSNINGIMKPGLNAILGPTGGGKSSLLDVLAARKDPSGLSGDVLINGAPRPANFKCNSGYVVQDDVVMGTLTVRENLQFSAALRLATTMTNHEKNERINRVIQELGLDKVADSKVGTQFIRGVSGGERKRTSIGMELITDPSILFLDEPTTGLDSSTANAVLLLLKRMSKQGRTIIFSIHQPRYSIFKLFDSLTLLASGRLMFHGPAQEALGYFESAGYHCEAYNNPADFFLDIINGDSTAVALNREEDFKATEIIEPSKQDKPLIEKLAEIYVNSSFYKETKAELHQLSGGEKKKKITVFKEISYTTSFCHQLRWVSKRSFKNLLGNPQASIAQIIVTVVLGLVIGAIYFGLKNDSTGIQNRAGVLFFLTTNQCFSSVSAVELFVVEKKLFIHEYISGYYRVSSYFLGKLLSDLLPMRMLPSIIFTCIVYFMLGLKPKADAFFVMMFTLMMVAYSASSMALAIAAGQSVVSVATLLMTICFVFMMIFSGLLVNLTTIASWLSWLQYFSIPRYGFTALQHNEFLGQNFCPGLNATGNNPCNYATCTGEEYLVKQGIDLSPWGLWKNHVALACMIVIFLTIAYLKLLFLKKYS
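Test system: IgMXP3 (ABCG2) plus far-red-tagged CCRF-Adr (ABCB1) cells / Amount: 3 million cells/mL in well / Reagent: JC-1 transporter substrate / Timing: 10 min compound exposure, 25 °C / Signal: flow cytometry, 530 nm JC-1 signal / Read-out: percent efflux inhibition, scaled nicardipine 100% to DMSO 0% / Benchmarks: nicardipine as high control, DMSO as low control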
ABCB1 block: human ABCB1 inhibition, ABCG2 as counter-screen. 190,000 compounds, 0.067% hits. inhibition, % at 6.6 µM. CCRF-Adr cells, JC-1 efflux, flow cytometry; in the data active means inhibition above about 40%;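 further: 0% = vehicle and 100% = reference inhibitor; higher value means more JC-1 retained so stronger ABCB1 efflux block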
Bcl-XL Bim block: human Bim-Bcl-XL interaction inhibition | Bim peptide-Bcl-XL binding, bead flow cytometry, fluorescence | inhibition, % at 10 µM | 190,000 compounds, 0.04% hits
Bcl-2 Bim block: human Bim-Bcl-2 interaction inhibition | Bead-based flow cytometry, Bim peptide-Bcl-2 binding | AID 950 | inhibition, % at 10 µM | 190,000 compounds, 0.06% hits; in the data active means inhibition above about 40%; inconclusive means no clear call, values can overlap the other calls;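 further: 0% = no compound wells with probe peptide and 100% = reference peptide inhibitor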
Bcl-W Bim block: human Bim-Bcl-W interaction inhibition. inhibition, % at 10 µM. 190,000 compounds, 0.02% hits. Q92843. bead-based flow cytometry, Bim peptide-Bcl-W binding;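 further: 0% = bound tracer without compound and 100% = peptide blocker; higher means less fluorescent Bim peptide bound to Bcl-W beads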
Target sequence (Q92843 whole entry, looked up): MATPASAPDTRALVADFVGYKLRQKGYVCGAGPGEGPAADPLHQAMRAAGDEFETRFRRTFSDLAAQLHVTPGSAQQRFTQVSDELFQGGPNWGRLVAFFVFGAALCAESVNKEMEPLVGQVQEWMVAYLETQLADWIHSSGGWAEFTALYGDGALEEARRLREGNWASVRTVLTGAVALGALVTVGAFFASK
Bim-Bfl-1: human Bim-Bfl-1 interaction inhibition | AID 1008 | 190,000 compounds, 0.12% hits | inhibition, % at 10 µM | Bead-based flow cytometry, Bim-Bfl-1 binding inhibition;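 further: 0% = wells without compound plus tracer and 100% = blocker peptide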
Bim-Bcl-B: disrupts Bim peptide binding to human Bcl-B. Q9HD36. bead-based flow cytometry. inhibition, % at 10 µM. 190,000 compounds, 0.073% hits. AID 951;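 further: 0% = tracer peptide without compound and 100% = reference inhibitor peptide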
Target sequence (Q9HD36 whole entry, looked up): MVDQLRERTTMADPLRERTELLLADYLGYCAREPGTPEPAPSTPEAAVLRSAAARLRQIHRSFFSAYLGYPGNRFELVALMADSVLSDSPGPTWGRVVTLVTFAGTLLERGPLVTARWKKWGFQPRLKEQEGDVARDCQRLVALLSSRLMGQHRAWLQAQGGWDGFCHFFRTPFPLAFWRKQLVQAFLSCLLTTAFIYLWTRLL
GSH fluor: compound fluoresces at 488/530 nm on GSH beads | 190,000 compounds, 0.25% hits | fluorescence (KMESF) at 10 µM | GSH beads flow cytometry, compound fluorescence 488/530 nm; stronger effect = higher value | AID 1776; in the data active means fluorescence above about 89;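 further: glutathione beads carrying GST-tagged Bcl family fusion proteins plus one bare bead set; values are compound well signal with DMSO vehicle wells as background; inactives centre near 16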
RGS8-Gao reg: regulators of human RGS8-Galphao interaction | P09471 | multiplexed bead flow cytometry, RGS8-Galphao binding; actives lie on both sides | response (percent of control binding), % at 10 µM | 220,000 compounds, 0.34% hits; in the data active means response below about 60% or above about 140%; inactive means in between;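 further: Galphao activated as the GDP aluminium fluoride complex binding bead-coupled RGS8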
An asterisk follows results filed as active; ? = inconclusive. Unless noted, no stated cut-off is given here; in the data, active means inhibition above about 40%.

mol,RGS4-Gao reg,RGS7-Gao reg,ABCG2 block,ABCB1 block,Bcl-XL Bim block,Bcl-2 Bim block,Bcl-W Bim block,Bim-Bfl-1,Bim-Bcl-B,GSH fluor,RGS8-Gao reg
Nc1nc(N)nc(-c2ccccc2)n1,109,102,1,0.3,-5,-10,0,-9,-9,32,106
O=C1C(NS(=O)(=O)c2cccs2)=C(N2CCN(c3cccc(C(F)(F)F)c3)CC2)C(=O)c2ccccc21,90,103,0,0.3,0,0,1,0,0,11,98
CN1CCN(/N=C/c2ccc(Cl)c(Cl)c2)CC1,100,102,5,0.3,-4,0,-3,-2,-3,10,100
O=C(Nc1ccc(N2CCOCC2)nc1)c1ccc(C(F)(F)F)cc1,106,106,0,-0.2,-1,4,0,-3,-3,13,103
O=C(COC(=O)C1CC(=O)N(Cc2ccccc2)C1)Nc1ccc(Cl)cc1F (stereo not drawn),102,101,4,0.6,0,-2,0,-4,-1,26,100
CCOC(=O)Nc1ccc(C)cc1Br,103,105,0,0.2,-1,3,2,0,0,21,100
COC(=O)/C=C/S(=O)(=O)c1ccc(NC(C)=O)cc1,95,96,1,0.5,-11,-10,-4,-20,-6,25,91
CCNc1nc(NC(C)C)nc(OCCOC(=O)Nc2ccccc2)n1,90,94,2,0.4,-7,-20,-4,-3,-4,21,104
Cc1ccc(NC(=O)C(C)OC(=O)CCNS(=O)(=O)c2ccc(C)cc2)cc1 (stereo not drawn),103,101,3,0.3,-6,-3,-4,-6,-6,13,102
N#CNC(=Nc1cccc(F)c1)SCc1ccccc1F,101,97,-5,-0.3,-10,-12,-5,-15,-12,10,103
COc1cccc2c1OC1(C)CC2NC(=O)N1c1cccc(C(=O)N2CCN(c3ccccc3)CC2)c1 (stereo not drawn),99,85,5,0.4,-1,1,0,5,4,17,99
NC(=O)COc1ccc(=O)n(-c2ccccc2)n1,98,100,0,-0.1,-2,-7,-2,-7,-5,19,100
C/C(Nc1ccc(F)cc1)=C(/C#N)C(N)=O,104,107,2,0.1,-2,-5,0,-6,-4,26,101
Cc1cc(C(=O)CCl)c(C)n1Cc1ccco1,101,101,6,1.8,-3,0,-1,-6,-1,11,101
O=C(Nc1cccc(F)c1)c1ccc(Cn2cc([N+](=O)[O-])cn2)o1,93,88,8,2.3,-1,0,0,-4,-3,11,96
C=CCn1c(=NC(=O)CN2C(=O)CCC2=O)sc2cc(S(N)(=O)=O)ccc21,100,103,1,-0.2,-1,0,-2,1,-1,5,100
C=CCn1c(C(c2ccccc2)c2ccccc2)n[nH]c1=S,91,96,0,0.0,-7,0,-3,5,-31,9,94
C(=C\c1ccccc1)/C=N/n1cnnc1,99,98,10,0.4,-6,-10,0,-14,-8,23,100
CCN(CC)C(=O)CN1C(=O)C(=O)c2ccccc21,97,96,5,0.7,-3,0,-2,-8,-1,11,97
N#C/C(=C(/O)c1ccc(F)cc1)c1nc2ccccc2s1,103,100,16,-2.5,-2,-3,-3,-4,-6,14,101
CCOc1ccccc1NC(=O)CSc1nnc2ccc(-c3ccncc3)nn12,100,100,5,0.6,-2,-5,0,-5,-3,15,98
CC1(C)NC(=O)N(CC(=O)OCC(=O)Nc2cccc(S(N)(=O)=O)c2)C1=O,100,95,4,0.3,0,-5,-2,-3,-3,15,100
Cc1c(N=Cc2ccccn2)c(=O)n(-c2ccccc2)n1C,101,98,0,0.0,0,-2,3,-11,-5,27,99
CCn1cc(C2=NC(CCSC)CO2)c2ccccc21 (stereo not drawn),100,105,2,0.6,-3,-1,-3,-6,-3,15,106
COc1ccc(C(=O)NC(CC(C)C)C(=O)O)cc1OC (stereo not drawn),103,102,-5,-0.6,-11,-7,-3,-11,-9,35,102
COc1ccc(C(=O)C(C)OC(=O)c2cccc(S(=O)(=O)Nc3cc(Cl)c(OC)cc3OC)c2)cc1 (stereo not drawn),102,104,0,-0.2,-11,-9,-5,-4,-5,11,96
O=C(COC(=O)CSc1ccc2ccccc2c1)NCc1ccc2c(c1)OCO2,95,80,9,-0.8,-4,-3,-5,-4,-8,22,89
Cc1ccc(SCC(=O)N=C2NC(=O)CS2)cc1,96,101,0,0.1,1,4,0,8,3,26,99
CC1CN(C(=O)CSc2nnc3c(Cl)cc(Cl)cn23)CC(C)O1 (stereo not drawn),105,106,1,0.2,0,-1,-1,-11,-4,5,103
CNc1nc(Nc2ccc(C(C)=O)cc2)nc(OC(C(F)(F)F)C(F)(F)F)n1,104,105,-1,-2.7,-23,-9,-5,-13,-9,34,106
COCCOC(=O)c1c(C)oc2ccc(OC(=O)c3c(OC)cccc3OC)cc12,99,99,29,3.3,0,-11,1,-14,-10,31,102
O=C(NCc1ccco1)C1CC2CCC1C2 (stereo not drawn),116,135,3,1.1,47*,1,4,2,2,246*,134
c1cc(-c2noc(CCC3CCCC3)n2)ccn1,100,97,1,0.3,0,0,0,0,1,20,99
O=C(CCSCCc1ccccn1)Nc1cc(F)ccc1F,102,98,-1,-0.2,-7,-10,-4,-13,-11,13,101
CCOC(=O)N1CCN(S(=O)(=O)c2ccc(C)c(C)c2)CC1,96,104,0,0.2,-3,-1,-1,-2,1,19,96
COc1ccccc1Nc1nnc(C)c(=O)[nH]1,106,104,0,-0.8,-1,-8,0,-6,-6,56,103
Cc1ccc2nc(-c3ccccc3Cl)cc(C(=O)Nc3cc(C)on3)c2c1,103,102,4,0.8,0,1,0,0,2,10,99
CN(C)CCNC(=S)Nc1ccc(Cl)cc1,103,104,0,0.1,-1,-3,-3,-1,-2,17,105
O=C(O)CN(c1ccc2c(c1)OCCO2)S(=O)(=O)c1ccccc1,101,103,-2,1.4,-12,-8,-6,-9,-10,35,101
CC1=N/C(=C\c2ccc(OC(C)C)cc2)C(=O)N1c1ccc(C(=O)O)cc1,100,98,0,0.3,-2,0,0,-6,-1,11,102
COc1ccc(C(=O)NC(=S)NC(C)C)cc1Br,99,101,7,0.4,-2,-2,-1,-2,-1,11,99
CCc1nn(-c2cc(Cl)ccc2OC)c2c1C(=O)CCC2,101,108,3,0.6,-7,-10,-1,-4,-7,11,102
CC/C(C)=N\N=C\c1c(O)n(CC)c2cc(C3=NNC(=O)CC3)ccc12,101,103,4,0.6,-17,-17,-17,-19,-24,27,102
Cn1cnnc1SC(C(=O)Nc1cc(Cl)cc(Cl)c1)c1ccccc1 (stereo not drawn),94,92,3,0.6,-5,-9,1,-12,-6,17,98
O=C(Cn1cc(C(=O)C2CC2)c2ccccc21)NCc1ccccc1,99,97,1,0.4,-16,-42,-3,-2,-1,22,95
Cc1ccc(NC(=O)COC(=O)/C=C/c2cccc(Cl)c2)cc1S(=O)(=O)N1CCOCC1,100,96,1,1.1,-2,-9,-2,-7,-9,13,101
CCOc1ccc(-c2cnc3n2CCC3)cc1,100,99,4,1.3,-16,-6,1,-10,-6,23,98
O=C(c1cnn2c1NC(c1ccco1)CC2C(F)(F)F)N1CCN(c2cccc(Cl)c2)CC1 (stereo not drawn),99,101,4,0.9,1,-5,5,-6,-8,54,99
N/C(Cn1cncn1)=N\NC(=O)C(=O)Nc1cccc(C(F)(F)F)c1,99,?,10,-0.3,-1,-4,-2,-7,-3,14,99
Cc1ccc(S(=O)(=O)N(C)Cc2ccc(-c3nnco3)cc2)cc1,95,95,1,0.2,-3,-3,-1,0,0,24,96

Remaining list, next part.
mol,RGS4-Gao reg,RGS7-Gao reg,ABCG2 block,ABCB1 block,Bcl-XL Bim block,Bcl-2 Bim block,Bcl-W Bim block,Bim-Bfl-1,Bim-Bcl-B,GSH fluor,RGS8-Gao reg
COc1ccc(CC(NC(C)=O)C(=O)NC2CCN(C(=O)c3cnccn3)CC2)cc1 (stereo not drawn),104,100,-5,2.0,2,1,0,2,4,37,100
COc1nc(-c2ccc(C)cc2)ccc1-c1noc(-c2ccco2)n1,99,99,6,-0.5,1,0,0,-3,1,33,99
O=C(Nc1cccc2ncccc12)C(c1ccccc1)c1ccccc1,100,?,4,0.7,-2,2,-1,-5,-7,20,98
CC1(C)c2ssc(=S)c2-c2ccccc2N1C(=O)CSC1=NCCS1,103,100,2,0.9,-1,0,0,0,-4,27,102
CCn1cc(C(=O)OCC(=O)Nc2cc(S(=O)(=O)N(C)C)ccc2C)c(=O)c2ccc(C)nc21,100,103,15,0.9,-3,-2,2,-14,-3,12,100
COc1ccc(CCNC(=O)/C(=C/c2cccnc2)NC(=O)c2ccccc2)cc1,110,108,6,0.6,0,1,-1,0,0,13,127
Cc1csc(N(C(=O)c2ccccc2F)c2ccccc2)n1,104,97,0,-0.2,-1,-2,2,-2,-8,22,102
O=C(CSc1ncccn1)NN=C1CCCCCC1,103,104,4,25,-1,0,0,0,3,22,104
COc1ccc(N(CC(=O)NC2CCCCCCC2)S(=O)(=O)c2c(C)nn(C)c2C)cc1,105,106,4,1.7,-4,-6,0,-9,-6,24,102
O=c1cc(CN2CCC(Cc3ccccc3)CC2)nc2sccn12,96,98,4,0.1,-1,-6,-2,-5,-1,13,96
CCC(=O)N1CCN(c2ccc(NC(=O)c3ccc(C#N)cc3F)cc2Cl)CC1,100,?,10,1.8,-4,-1,-4,-4,-5,19,102
CC1CCc2c(sc(NC(=O)c3ccc(Cn4cc(Br)cn4)o3)c2C(N)=O)C1 (stereo not drawn),99,96,3,1.2,-1,0,-1,-1,-4,16,94
CCOC(=O)NC(=O)CSc1nnc(C)s1,111,108,1,0.2,-4,-2,-2,-9,-10,42,104
Cc1ccc(CN2CCN(/N=C/c3sccc3C)CC2)c(C)c1,117,106,6,1.3,-2,0,-1,-1,-2,7,103
CN(C)c1ccc(C(c2nnnn2C(C)(C)C)N2CCN(C(=O)c3ccco3)CC2)cc1 (stereo not drawn),102,103,2,0.3,-4,-5,0,-5,-6,12,99
COc1cccc(CNC(=O)CCC2CCCN(C(=O)c3csc(C(C)C)n3)C2)c1 (stereo not drawn),95,104,0,-0.3,-3,-3,-9,-1,-6,17,105
COc1cc(N=C2C(=O)N3CCCc4cccc2c43)cc(OC)c1,93,91,7,0.6,-6,-7,-2,-14,0,16,96
CO/N=C(\c1nonc1N)N1CCN(c2ccc(Cl)cc2[N+](=O)[O-])CC1,98,98,2,0.3,-5,-5,1,-11,-7,27,101

Shown with values under each structure: part of the list above
Value order – RGS4-Gao reg, RGS7-Gao reg, ABCG2 block, ABCB1 block, Bcl-XL Bim block, Bcl-2 Bim block, Bcl-W Bim block, Bim-Bfl-1, Bim-Bcl-B, GSH fluor, RGS8-Gao reg
> COc1cc(N=C2C(=O)N3CCCc4cccc2c43)cc(OC)c1
→ 93, 91, 7, 0.6, -6, -7, -2, -14, 0, 16, 96
> CN(C)c1ccc(C(c2nnnn2C(C)(C)C)N2CCN(C(=O)c3ccco3)CC2)cc1 (stereo not drawn)
→ 102, 103, 2, 0.3, -4, -5, 0, -5, -6, 12, 99
